OXTR agonist – human OXTR agonism | CHO-OTR cells, Fluo-8 calcium fluorescence; normalized: DMSO 0%, oxytocin 100% | hit rate 0.32% among 320,000 | P30559 | activation, % at 3 µM;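 active means activation above the mean of all tested compounds plus 3 SD, cutoff set per screening run, cut at about 20% in these data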;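 further: peak over basal fluorescence ratio from a 100 s FLIPR kinetic read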
M1 ag – agonists of human M1 muscarinic receptor | AID 588814 | hit rate 0.33% among 360,000 | P11229 | activation, % at 3 µM | CHO-K1 hM1, Fluo-8 calcium fluorescence, agonist mode; 0% DMSO, 100% acetylcholine EC100;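 active means activation above the run's mean compound activation plus 3 SD, cut at about 16% in these data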;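 further: peak over basal fluorescence ratio within a 140 s kinetic read after compound addition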
CHO parental Ca – signal in parental CHO cells, OX1R antagonist counter-screen | parental CHO-K1, ATP-induced calcium, Fluo-8 fluorescence | inhibition, % at 5.6 µM | hit rate 0.63% among 330,000;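 active means inhibition above that plate's mean sample inhibition plus 3 SD, cut at about 26% in these data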;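 further: 0% = ATP-challenged DMSO wells and 100% = DMSO wells without ATP; some compounds past the cut are filed as inactive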
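material = parental CHO cells | also added = ATP as calcium-mobilizing challenge | dosing = single point at 5.6 µM | detection = intracellular calcium via Fluo-8 no-wash fluorescent dye | read-out = % inhibition | benchmarks = low control ATP plus DMSO, high control DMSO only | repeats = one well per compound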
M1 PAM – potentiates human M1 receptor response to acetylcholine. CHO-K1 hM1, Fluo-8 calcium fluorescence, ACh EC20; 0% = ACh EC20, 100% = maximal ACh. activation, % at 3 µM. hit rate 0.088% among 360,000; in the data active means activation above about 19%, passing the limit was not always enough
TAAR1 agonist – human TAAR1 agonism. CHO RD-HGA16 TAAR1, Fluo-8 calcium fluorescence; vehicle wells 0%, saturating PEA agonist 100%. activation, % at 3 µM. hit rate 0.99% among 360,000. Q96RJ0;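 active means activation above the mean activation of all test compounds in the run plus 3 SD, cut at about 38% in these data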
Target sequence (Q96RJ0 whole entry, looked up): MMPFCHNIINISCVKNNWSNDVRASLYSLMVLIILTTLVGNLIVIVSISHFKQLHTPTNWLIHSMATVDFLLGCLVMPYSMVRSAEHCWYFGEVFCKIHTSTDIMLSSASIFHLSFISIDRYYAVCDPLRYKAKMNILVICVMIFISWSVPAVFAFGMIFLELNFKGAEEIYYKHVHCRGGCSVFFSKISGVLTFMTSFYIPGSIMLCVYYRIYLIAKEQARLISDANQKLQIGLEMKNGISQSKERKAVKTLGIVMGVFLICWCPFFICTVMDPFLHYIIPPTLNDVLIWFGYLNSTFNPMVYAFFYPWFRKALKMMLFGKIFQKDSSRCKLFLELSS
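Test system: RD-HGA16 (CHO) cells co-expressing Gα16 and hTAAR1; dosing: one-point dosing at 3 µM (nominal); timing: 17-24 h seeding, 75 min 37 °C dye, 30 min RT; signal: kinetic Fluo-8 calcium fluorescence; read-out basis: % activation relative to PEA EC100 response; controls: DMSO and PEA EC100; replicates: n 1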
M1 antag – human CHRM1 antagonism | P11229 | CHO-K1 hM1, Fluo-8 calcium fluorescence, ACh EC80 antagonist | inhibition, % at 3 µM | hit rate 1.3% among 360,000;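 active means percent inhibition above its own plate's cutoff, namely the mean of that plate's compound wells plus 3 SD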;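 further: peak over basal fluorescence ratio during 140 s after agonist addition; 0% = ACh EC80 plus DMSO and 100% = DMSO alone without agonist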
V1R ag counter – activates human V1a receptor in oxytocin agonist counter-screen; CHO-V1R cells, Fluo-8 calcium fluorescence, agonist mode; 0% DMSO, 100% 3 nM vasopressin; P37288; hit rate 0.25% among 320,000; activation, % at 3 µM;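 active means activation above the mean activation of all tested compounds plus 3 SD, per screening run, cut at about 20% in these data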;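 further: signal is peak over basal fluorescence ratio across a 100 second FLIPR read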
Target sequence (P37288 whole entry, looked up): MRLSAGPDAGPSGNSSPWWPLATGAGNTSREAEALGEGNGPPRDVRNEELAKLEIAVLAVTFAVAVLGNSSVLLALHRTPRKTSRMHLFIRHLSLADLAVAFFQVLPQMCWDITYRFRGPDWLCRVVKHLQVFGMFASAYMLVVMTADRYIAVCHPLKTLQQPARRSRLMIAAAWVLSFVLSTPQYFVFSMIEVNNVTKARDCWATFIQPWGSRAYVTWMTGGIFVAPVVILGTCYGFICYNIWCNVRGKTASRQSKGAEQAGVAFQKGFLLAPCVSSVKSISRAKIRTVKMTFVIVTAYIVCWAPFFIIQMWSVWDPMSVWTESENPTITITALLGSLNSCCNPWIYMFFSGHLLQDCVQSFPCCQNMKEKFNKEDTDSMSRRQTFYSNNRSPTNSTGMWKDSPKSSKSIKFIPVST
TAAR1 antag – human TAAR1 antagonism. AID 624466. inhibition, % at 3 µM. CHO RD-HGA16 TAAR1, Fluo-8 calcium fluorescence, antagonist. hit rate 1.5% among 360,000;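 active means inhibition above a per-plate cutoff, the mean inhibition of test compounds on that plate plus 3 SD, cut at about 49% in these data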;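 further: 0% = DMSO plus EC80 beta-PEA response and 100% = DMSO alone without agonist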
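test system = CHO RD-HGA16 cells bearing hTAAR1 | replication = singlicate | controls = DMSO-only wells and EC80 β-PEA-stimulated wells | reagent = EC80 β-phenethylamine stimulus | read-out basis = percent inhibition of PEA-evoked calcium signal, max/basal emission ratio | schedule = seeding 17-24 h prior, 75-min 37 °C, 30-min RT dye loading | signal = kinetic Fluo-8 calcium fluorescence measurement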
OXTR potentiate – potentiators of human oxytocin receptor | hit rate 0.061% among 320,000 | activation, % at 3 µM | P30559 | CHO-OTR cells, Fluo-8 calcium fluorescence, potentiator mode; 0% = oxytocin EC15, 100% = EC100;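 active means activation above that plate's cutoff, the mean activation of tested compounds plus 3 SD, cut at about 6.6% in these data, passing the limit was not always enough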;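 further: 100% uses oxytocin at 75 nM as the full agonist control; some results filed as inactive read as strong as hits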
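Replication – single well per compound, singlicate · Assay system – CHO cell line stably expressing human OTR · Timing – 6 min pre-incubation, 100 s read · Measure – normalized max/min fluorescence ratio, % activation · Doses – 3.0 µM, one dose · Detection – Fluo-8 calcium dye fluorescence · Probe or stimulus – oxytocin near EC15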
The depositor's hits bear a star; nt = no result given.

#	canonical_smiles	OXTR agonist	M1 ag	CHO parental Ca	M1 PAM	TAAR1 agonist
1	Cc1ccc(S(=O)(=O)Nc2nc3ccccc3nc2NCC2CCCO2)cc1 (configuration not stated)	0.5	-5	1	5	3
2	COc1cccc(CN(C)C(=O)C2CCC(=O)N(Cc3cccc(F)c3)C2)c1 (configuration not stated)	-0.1	-2	-10	13	1
3	CC(C)NC(=O)CSc1nnc(-c2ccc(F)cc2)c2ccccc12	-2.8	-7	-18	-1	2
4	Cc1cn(CCOc2ccc(Cl)cc2)c(=O)[nH]c1=O	0.1	-2	-11	17	0
5	Cc1cccc(NC(=O)c2cccc(NS(=O)(=O)c3ccc(Cl)cc3)c2)c1	3.8	-4	4	-5	nt
6	CC(=O)Nc1ccc(NC(=O)CSc2nnc(N)n2-c2ccccc2)cc1	nt	-2	nt	15	-1
7	CCN(CC)C(=O)C1CCCN(C(=O)c2oc3ccc(C)cc3c2C)C1 (configuration not stated)	-0.9	-3	-22	6	-1
8	COC(=O)Cc1c(O)ccn(Cc2cccc3ccccc23)c1=O	0.8	-2	2	5	10
9	Cn1ncc(Cl)c(Oc2ccccc2)c1=O	1.1	-2	-4	-6	nt
10	CCCc1ncc(C(=O)c2ccc(OC)cc2)n1C	-0.2	-4	-16	2	3
11	CN(C)c1ccnc(NCc2ccccc2)c1C#N	-0.5	-6	5	10	7
12	CC(C)CN(C(=O)c1ccco1)C1CCS(=O)(=O)C1 (configuration not stated)	0.3	-1	-2	2	0

#	M1 antag	V1R ag counter	TAAR1 antag	OXTR potentiate
1	-6	-0.7	-15	0
2	-13	-1.1	-10	-9
3	12	-1.6	-16	-6
4	-15	-0.1	-10	0
5	5	1.9	nt	-22
6	-18	nt	-19	nt
7	-8	1.3	-17	0
8	-5	0.0	-3	-3
9	13	0.6	nt	-2
10	1	-0.4	0	-1
11	-7	-0.1	-11	4
12	2	0.4	-4	1

Other structures:
#	canonical_smiles	OXTR agonist	M1 ag	CHO parental Ca	M1 PAM	TAAR1 agonist
13	CC(C(=O)N1CC2(C)CC1CC(C)(C)C2)N1C(=O)c2ccccc2C1=O (configuration not stated)	-0.9	-2	-6	-4	0
14	CCOC(=O)c1c(NC(=O)Cn2nc(C(F)F)cc2C(F)F)sc(C)c1C	0.8	-4	-7	-3	-2
15	CCCc1c(NC(=O)Nc2ccc(F)cc2)cnn1-c1ccccc1	3.8	4	6	-7	9
16	Cc1ccc(C(=O)Oc2ccc(Br)cc2C(=S)N2CCOCC2)cc1	-0.7	-5	-23	6	6
17	CC(Sc1nc(-c2ccccc2)cc(C(F)(F)F)n1)C(=O)Nc1sc2c(c1C#N)CCC2 (configuration not stated)	-0.6	-7	-25	4	nt
18	COCCNC(=O)COc1ccc(Br)cc1Cl	-0.8	-4	1	-4	nt
19	O=C(c1ccc(S(=O)(=O)c2ccccc2Cl)c([N+](=O)[O-])c1)N1CCN(Cc2ccccc2)CC1	11	-8	-9	-11	2
20	Cc1ccccc1-c1csc(C(C)(O)c2ccccc2)n1 (configuration not stated)	nt	-8	nt	9	-2
21	CCn1c(SCC(=O)NCCc2ccccc2)nnc1-c1ccco1	-1.0	-3	-1	3	2
22	OC(Cn1nnc2ccccc21)Cn1c(C(F)(F)F)nc2ccccc21 (configuration not stated)	4.9	-2	-20	1	5
23	CSCCC1NC(=O)N(CC(=O)N2CCc3ccccc3C2)C1=O (configuration not stated)	-0.4	-4	-13	3	2
24	CC(=O)OCC1OC(n2c3c(cc(C#N)c2=S)CCCC3)C(OC(C)=O)C(OC(C)=O)C1OC(C)=O (configuration not stated)	nt	-7	nt	-3	7

#	M1 antag	V1R ag counter	TAAR1 antag	OXTR potentiate
13	11	-1.0	-19	-3
14	-11	1.2	-2	-10
15	-1	9.9	15	-11
16	-7	0.1	-4	-8
17	-1	0.4	nt	-6
18	-8	0.9	nt	-8
19	8	9.6	20	-10
20	-15	nt	-9	nt
21	-5	-0.5	-10	-10
22	-24	0.6	2	-14
23	3	-0.2	3	-3
24	-2	nt	3	nt

Carrying on:
#	canonical_smiles	OXTR agonist	M1 ag	CHO parental Ca	M1 PAM	TAAR1 agonist
25	Oc1ccc2ccc(Cl)cc2c1	nt	1	nt	18	1
26	CCOC(=O)CSc1nc2c(sc(=S)n2-c2ccccc2)c(=O)n1-c1ccc(OC)cc1OC	-0.3	-4	-14	13	3
27	CN(C)c1ccc(C(=O)OCC(=O)Nc2ccc(N3CCOCC3)cc2)cc1	0.0	-2	-4	0	51*
28	COc1cccc(/C=N/NC(=O)c2ccc(OCc3cccc(Br)c3)cc2)c1	0.2	-3	-23	3	0
29	CCCNC(=O)Cn1nc(-c2ccccc2OC)ccc1=O	nt	0	nt	11	1
30	O=C(NCCSCc1c(F)cccc1Cl)c1ccco1	-0.9	-6	-6	-1	7
31	COc1ccc(C)cc1NC(=O)CC(O)(C(F)(F)F)C(F)(F)F	-1.8	-6	-14	15	5
32	Cc1ccc(OCCCCc2c(C)n[nH]c2C)cc1	3.8	-2	24	2	8
33	Cc1cccc(N(Cc2ccccc2)C(=O)CSC(C)C(=O)Nc2cc(C)on2)c1 (configuration not stated)	-2.2	-4	-28	0	-1
34	CN(C)CCCn1c(SCC(=O)N2c3ccccc3Sc3ccccc32)nc2ccccc2c1=O	9.6	-15	-1	-27	16
35	O=C(NCc1ccccn1)c1ccc(Cl)s1	-0.8	-6	-11	12	1
36	O=C(Cn1cc(COc2cc(F)cc(F)c2)nn1)c1ccc(O)cc1	nt	3	nt	6	13

#	M1 antag	V1R ag counter	TAAR1 antag	OXTR potentiate
25	-12	nt	-10	nt
26	-3	2.6	-24	-16
27	5	-0.1	-6	-5
28	-5	1.1	52*	-10
29	-16	nt	5	nt
30	-16	-0.1	17	2
31	-12	-1.3	-7	-1
32	3	5.3	2	-16
33	-4	-1.9	5	-15
34	39*	4.1	4	-8
35	-6	1.0	-5	0
36	-12	nt	-9	nt

Gathered by group, the entries above with a furan ring, fused or not (4)
#	canonical_smiles	OXTR agonist	M1 ag	CHO parental Ca	M1 PAM	TAAR1 agonist
7	CCN(CC)C(=O)C1CCCN(C(=O)c2oc3ccc(C)cc3c2C)C1 (configuration not stated)	-0.9	-3	-22	6	-1
12	CC(C)CN(C(=O)c1ccco1)C1CCS(=O)(=O)C1 (configuration not stated)	0.3	-1	-2	2	0
21	CCn1c(SCC(=O)NCCc2ccccc2)nnc1-c1ccco1	-1.0	-3	-1	3	2
30	O=C(NCCSCc1c(F)cccc1Cl)c1ccco1	-0.9	-6	-6	-1	7

#	M1 antag	V1R ag counter	TAAR1 antag	OXTR potentiate
7	-8	1.3	-17	0
12	2	0.4	-4	1
21	-5	-0.5	-10	-10
30	-16	-0.1	17	2

(next part)
#	canonical_smiles	OXTR agonist	M1 ag	CHO parental Ca	M1 PAM	TAAR1 agonist
37	C/C(=N\NC(=O)C1CCCC1)c1ccc(NC(=O)C(F)(F)F)cc1	nt	-5	nt	5	0
38	COc1ccccc1CNS(=O)(=O)c1ccc(S(=O)(=O)NC2CC2)cc1	3.7	-1	3	-1	16
39	COc1ccc(/C=C/C(O)=C(\C#N)c2nnc(N3CCOCC3)n2-c2ccccc2)cc1OC	-0.9	-3	-17	10	0
40	COc1ccc(CCNC(=O)C2c3ccccc3C(=O)N2CCC(C)C)cc1OC (configuration not stated)	0.3	-1	-7	4	4
41	Cn1nccc1/C=C(/C#N)S(=O)(=O)c1ccccc1	0.7	-2	-2	11	4
42	O=C(NCC(=O)N(c1cccnc1)C(C(=O)NC1CCCC1)c1ccccc1)c1ccco1 (configuration not stated)	0.0	-4	13	-10	5
43	Cc1cc(N)ccc1-n1c(C)ccc1C	1.1	-3	-17	10	9
44	Cn1c(O)c(N=NC(=S)Nc2ccccc2F)c2cc(S(=O)(=O)N3CCOCC3)ccc21	nt	-3	nt	3	11
45	N#Cc1ccc(C23CC4(C2)[C@H](CN(CC2CCCCC2)[C@@H]4c2ccccc2)C3c2ccccc2)cc1 (some centres not stated)	-0.2	-3	-21	7	0
46	O=C1NCC(=O)N2CCC[C@@H]12	1.9	-2	0	9	6
47	CCOC(=O)CC1(C)NC(C(=O)O)C(C)(C)S1 (configuration not stated)	nt	-1	nt	-6	9
48	CC(OC(=O)C1CC1)C(=O)Nc1cc(Cl)cc(Cl)c1 (configuration not stated)	-1.1	-4	-10	5	3
49	Cc1nc2cccc(C)n2c(=O)c1Cl	0.2	-5	-1	7	6
50	Cc1ccc(CNc2ccc3c(c2)OCO3)cc1	3.7	-3	7	-1	nt
51	CCCc1cc(=O)n2[nH]c(NCc3ccc(OC)cc3)nc2n1	0.3	-13	1	16	3

#	M1 antag	V1R ag counter	TAAR1 antag	OXTR potentiate
37	-13	nt	-6	nt
38	-3	2.5	0	-7
39	-4	0.1	-10	0
40	-13	-1.1	-12	-17
41	-22	2.3	4	-10
42	13	-0.1	13	-5
43	-11	2.8	-6	2
44	-2	nt	3	nt
45	-7	-0.2	4	-4
46	-9	0.4	-25	1
47	6	nt	-5	nt
48	-20	-0.1	2	-6
49	-11	0.0	-19	0
50	1	2.3	nt	0
51	-10	-0.4	-2	-5

Screening results (PubChem BioAssay)
